Screening results deposited in PubChem BioAssay by National Center for Advancing Translational Sciences (NCATS).
ERK EGF block: EGF-driven ERK pathway inhibition; HEK293-V1b, EGF-stimulated phospho-ERK AlphaScreen; Potency, µM (titrated, usually from 11.5 µM), inactives show at the highest dose activity change, negative = inhibition, most hits filed as inhibitors; 130,000 compounds, 0.41% hits; active means well fitted inhibition curve with a large enough effect; inconclusive means small, poorly fitted or top-dose-only effect, or effect the other way;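 further: plate controls were stimulated vehicle wells for no effect and unstimulated vehicle basal for full effect; nearly all actives have a fitted effect of over 55% in size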
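Stably V1b-transfected HEK293 cells; 30 min compound, then EGF 25 nM final for 5 min at 37C; 10 min lysis; phospho-ERK by AlphaScreen after 5 hr beads at room temperature.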
* marks the source's active call; other numbers are inactive results; ? = inconclusive; & = joins results of further samples; [ ] = another dose, or the depositor's remark. Potency means the concentration at half of the fitted maximal effect. Some of the compounds tested. The share of hits here may be higher or lower than overall.

SMILES | ERK EGF block
Cc1cc(C)c(NC(=O)COC(=O)c2cccc3c2C(=O)c2ccccc2C3=O)c(C)c1 | -12%
CCCc1nc2ccccc2c(C(=O)OCC(=O)N2CCc3ccccc32)c1CC | -2%
CC(=O)N1N=C(c2cccc([N+](=O)[O-])c2)OC1c1cccc(Br)c1 (configuration not stated) | -24%
COc1cnc(-c2ccccc2)nc1Sc1ccccc1 | -2%
O=[N+]([O-])c1ccccc1/C=C/C=N/n1c(-c2ccccc2)n[nH]c1=S | -12%
COc1cccc(CNC(=O)CSc2ccc(-c3cccs3)nn2)c1 | -7%
Cc1c(NC(=O)COC(=O)C23CC4CC(CC(Br)(C4)C2)C3)c(=O)n(-c2ccccc2)n1C | 5%
CSC1=NCCN1S(=O)(=O)c1ccc2ccccc2c1 | 10%
O=C(c1ccccc1F)N(Cc1cccnc1)Cc1cc2cc3c(cc2[nH]c1=O)OCCO3 | 3%
Cc1ccc(Nc2cc(C)nc3c(C)ccc([N+](=O)[O-])c23)cc1 | ?
COc1ccc(CCNC(=O)c2c(N)no[n+]2[O-])cc1OC | -4%
Cc1cc(N)ccc1N=Nc1c(C)n(C)n(-c2ccccc2)c1=O | 4%
COc1ccc(CC(=O)O/N=C(\N)c2ccc(C)cc2)cc1 | -4%[57.5 µM]
Cc1[nH][nH]c(=O)c1N=Nc1ccc(Cl)cc1 | -3%
O=C(NCc1ccco1)C(=O)NCC1OCCCN1S(=O)(=O)c1ccc(Cl)cc1 (configuration not stated) | 11%
Cc1cc(Cl)ccc1NC(=O)CCC(=O)O | 8%
O=C1O/C(=C/C(=O)N2CCOCC2)c2ccccc21 | 3%
CCCN1CCN(S(=O)(=O)c2ccc3c(c2)OCCO3)CC1 | 9%
CCCC(=O)Nc1nnc(CCOC)s1 | 10%
O=C(CCC(=O)NCCCc1ccccc1)NCCCc1ccccc1 | 15%
Cc1cc(-c2ccccc2)nc(SC(C(=O)O)c2ccccc2)n1 (configuration not stated) | 3%
CC(C)NC(=O)NCCCCCCS(C)=O (configuration not stated) | 1%[57.5 µM]
CCOC(=O)c1cnc(SC)nc1Nc1cccc2ccccc12 | -1%
C/C(=N/Nc1ccc(Cl)cc1)c1cnnc(-c2ccccc2)n1 | -5%
CCCCOC(=O)Cn1c(-c2ccccc2)nc2ccccc2c1=O | 2%

(listing goes on)
SMILES | ERK EGF block
CC1=C(C(=O)NCc2ccco2)C2(CCC(C)CC2)OC1=O (configuration not stated) | 4%
Cc1nn2c(NCCN(C)C)c3c(nc2c1-c1ccccc1)CCC3 | -11%[57.5 µM]
CC(C)CNC(=O)COc1ncnc2sccc12 | -3%
O=C(NCC(=O)N(c1ccc2c(c1)OCCO2)C(C(=O)NC1CCCC1)c1ccco1)c1ccco1 (configuration not stated) | 0%
CCn1c(C)nc2cc(C(=O)N/N=C/c3ccc(O)c(O)c3O)ccc21 | ?
CC(=O)Nc1ccc(S(=O)(=O)Nc2ccc(C(=O)NCC(=O)O)cc2)cc1 | -17%[57.5 µM]
CCc1ccc(/C=N/NC(=O)c2ccccn2)cc1 | -5%[57.5 µM]
COc1ccc(Cc2nnc(NC(=O)c3cccs3)s2)cc1OC | -2%[57.5 µM]
COc1ccc(/C=C(/NC(=O)c2ccccc2Cl)C(=O)O)cc1 | 2%
CS(=O)(=O)c1[nH]nc(-c2ccccc2)c1C#N | 2%[57.5 µM]
O=C(Nc1ccccc1)C1=C[C@@H](c2coc3ccccc3c2=O)C[C@@H](OCCCCO)O1 | -4%[57.5 µM]
CC1=C(C(=O)OC(C)(C)C)C(c2cccs2)NC(=O)N1 (configuration not stated) | 0%
O=C1NCC(COc2cccc3ccccc23)O1 (configuration not stated) | 4%
CN(C)S(=O)(=O)Oc1ccccc1C(=O)Nc1ccc(F)cc1 | -10%
O=[N+]([O-])c1cc(/C=N/N2CCCCC2)ccc1Cl | ?
COc1cccc(CC(NC(C)=O)C(=O)NC2CCN(c3c(Cc4ccccc4)c(C)nc4ncnn34)CC2)c1 (configuration not stated) | -9%
COCCNC(=O)C1(CC(C)C)C=CCN1C(=O)c1ccccc1 (configuration not stated) | 0%
O=C(O)c1cccc(NN=C2c3ccccc3-c3ccccc32)c1 | 5%
O=C(Nc1ccc(-c2noc(-c3cccs3)n2)cc1)c1cccnc1 | ?
Cc1noc(/C=C/c2ccco2)c1S(=O)(=O)N1CCC(C(=O)Nc2ccc(Cl)cn2)CC1 | 0%
Cc1cccc(NC(=O)CSc2nc3nc4c(cc3c(=O)n2-c2ccccc2)CCCC4)c1 | -8%
Cc1ccc(-c2csc(NC(=O)c3cccc(N4C(=O)CCC4=O)c3)n2)o1 | 4%
COc1ccc2ccccc2c1CNCCCN1CCOCC1 | 7%
Nc1nnc(Cc2cccc(Br)c2)s1 | 3%[57.5 µM]
Cc1ccccc1C(=NCCCN(C)C)c1ccccc1C | 1%

The list goes on:
SMILES | ERK EGF block
Cc1ccc(NC(=S)Nc2cc(C)on2)cc1 | 8%[57.5 µM]
CCCc1cnc(N2CCN(C(=S)NC)CC2)nc1 | -6%[57.5 µM]
Cc1ccc(-c2csc(=Nc3cccnc3)n2CCCN2CCCC2=O)cc1C | -5%
Cn1c(NNC(=O)/C=C/c2ccc3c(c2)OCO3)cc(=O)n(C)c1=O | 3%[57.5 µM]
CC1CCCCN1C(=O)c1cc(Cl)ccc1[N+](=O)[O-] (configuration not stated) | 8%
O=C(CO/N=C/c1ccc(OC(F)F)cc1)NC1CCCCCC1 | -2%
Cc1ncc([N+](=O)[O-])n1CCOC(=O)NC(NCc1cccnc1)C(Cl)(Cl)Cl (configuration not stated) | 6%
COc1cc(-c2nc3ccc(C)cn3c2Nc2ccc3c(c2)OCCO3)ccc1O | 2%
Cc1cc(N2CCN(C3CCCCC3)CC2)nc2cccc(O)c12 | 0%
Fc1ccc(C2CCCCN2Cc2nc(CC3CC3)no2)cc1 (configuration not stated) | 2%
CSc1nnc(CNS(=O)(=O)c2ccc(Cl)cc2)n1C | -1%
Cc1ccc(C(=O)Nc2ccc(CN3CCS(=O)(=O)CC3)cc2)cc1C | 5%[57.5 µM]
NS(=O)(=O)c1ccc(N/N=C/c2ccc3c(c2)OCO3)c([N+](=O)[O-])c1 | -2%
CCCC(=O)N=c1sc2c(OC)ccc(OC)c2n1C | -9%[57.5 µM]
CCOC(=O)c1nc(SC)n(C)c1C(=O)OCC | 7%[57.5 µM]
COc1ccc(C(=O)N2CCC3(CCCN(C)C3)CC2)cc1 | 7%
CC(NC(=O)Cn1ncc(Cl)c(Cl)c1=O)C12CC3CC(CC(C3)C1)C2 (configuration not stated) | -4%
O=C(NC(=S)Nc1ccc(S(=O)(=O)Nc2ccccc2)cc1)C1CC1 | -1%
O=c1c2cc(NC(=S)NC3CCCCC3)ccc2nc2n1CCCCC2 | ?
O=C(c1cc2ccccc2c(=O)o1)N1CCCCCC1 | 17%
Cc1cccc(N2CCN(C(=S)c3ccccc3)CC2)c1 | 2%[57.5 µM]
Oc1ccc(C2=NNC(=NCc3ccc4c(c3)OCO4)SC2)c(O)c1 | 2%
Cc1ccc(C2=NNC3(CCOC(C)(C)C3)S2)cc1 (configuration not stated) | 4%
Cc1cc(N2CCCC2)c(F)cc1/C=C\[N+](=O)[O-] | 3%
COC(=O)CCC(C)C1CCC2C3CC[C@H]4CC(O)CC[C@@]4(C)C3CC(O)[C@]12C (some centres not stated) | 21%

15 of the compounds above, in CSV form:
structure,ERK EGF block
Cc1ccc(NC(=S)Nc2cc(C)on2)cc1,8%[57.5 µM]
CCCc1cnc(N2CCN(C(=S)NC)CC2)nc1,-6%[57.5 µM]
Cc1ccc(-c2csc(=Nc3cccnc3)n2CCCN2CCCC2=O)cc1C,-5%
Cn1c(NNC(=O)/C=C/c2ccc3c(c2)OCO3)cc(=O)n(C)c1=O,3%[57.5 µM]
CC1CCCCN1C(=O)c1cc(Cl)ccc1[N+](=O)[O-] (configuration not stated),8%
O=C(CO/N=C/c1ccc(OC(F)F)cc1)NC1CCCCCC1,-2%
Cc1ncc([N+](=O)[O-])n1CCOC(=O)NC(NCc1cccnc1)C(Cl)(Cl)Cl (configuration not stated),6%
COc1cc(-c2nc3ccc(C)cn3c2Nc2ccc3c(c2)OCCO3)ccc1O,2%
Cc1cc(N2CCN(C3CCCCC3)CC2)nc2cccc(O)c12,0%
Fc1ccc(C2CCCCN2Cc2nc(CC3CC3)no2)cc1 (configuration not stated),2%
CSc1nnc(CNS(=O)(=O)c2ccc(Cl)cc2)n1C,-1%
Cc1ccc(C(=O)Nc2ccc(CN3CCS(=O)(=O)CC3)cc2)cc1C,5%[57.5 µM]
NS(=O)(=O)c1ccc(N/N=C/c2ccc3c(c2)OCO3)c([N+](=O)[O-])c1,-2%
CCCC(=O)N=c1sc2c(OC)ccc(OC)c2n1C,-9%[57.5 µM]
CCOC(=O)c1nc(SC)n(C)c1C(=O)OCC,7%[57.5 µM]

Additional structures.
SMILES | ERK EGF block
CCc1cc(C(=O)Nc2cc(S(=O)(=O)N(C)C)ccc2C)sc1C | -4%
C=COCCNC(=S)Nc1cccc(Cl)c1 | 4%
CN(C)c1ccc(-c2nc(N3CCNCC3)c3ccccc3n2)cc1 | 11%
O=C(Oc1c(-c2ccccc2)c(=O)n2c3c(cccc13)CC2)c1ccco1 | 6%[57.5 µM]
CCOCCCNC(=S)N1CCN(CC)CC1 | -1%
NNC(=O)c1cc(Cl)ccc1Cl | 0%
COc1ccc(CNC(=O)C/C(C)=N/NC(=O)c2cnccn2)cc1 | 37%
O=C(CSc1cccc[n+]1[O-])c1ccccc1Br | -15%
c1ccc(Cn2c(NCc3ccccn3)nc3ccccc32)cc1 | 6%
O=C(COC(=O)CCC(=O)c1ccc(Cl)cc1)NCCc1ccccc1 | 3%
O=C(Nc1cccc(C(F)(F)F)c1)c1ccc(N2CCNCC2)c([N+](=O)[O-])c1 | -3%
CC(C)[C@H]1CN=C2N(CCNC(=O)CCC3CCCCC3)[C@H](Cc3ccc(O)cc3)CN21 | -9%[57.5 µM]
COc1ccc(NC(=O)C2CCN(S(=O)(=O)c3ccc(Br)s3)CC2)cc1OC | -12%
CCOC(=O)c1c(C)[nH]c(C)c1C(=O)CSc1nc2ccccc2n1CCC#N | -2%
O=C(COC(=O)c1ccc2c(c1Cl)C(=O)c1ccccc1C2=O)NC1CC1 | ?
Cc1ccccc1OCC(=O)Nc1ccc2oc(=O)ccc2c1 | -4%
S=c1[nH]nc(-c2cc(-c3ccccc3)n[nH]2)n1/N=C/c1cccc(Cl)c1 | 2%[57.5 µM]
COC(=O)[C@@]1(Cc2ccc(OC)cc2)[C@@H]2C(=CC(=O)[C@H]2CC(=O)C(=O)N(C)C)CN1C(=O)c1ccccc1 | 0%&13%
CCCCNC(=O)NCCN1CCOCC1 | 2%[57.5 µM]
NNC(=O)CSc1nc(-c2ccccc2)nc2c1CCCC2 | -5%
COCCCn1c(=O)/c(=C\c2ccccc2OC(F)F)s/c1=C(/C#N)C(=O)NCCOC | -13%[57.5 µM]
COCCn1c(SCc2cc(=O)n3cc(C)ccc3n2)nc2ccccc2c1=O | -1%
CC(Nc1oc(-c2ccccc2)nc1-c1ccc(C(F)(F)F)cc1)c1ccccc1 (configuration not stated) | -8%
CC(=O)OCC1=C(C(=O)O)N2C(=O)C(NC(=O)c3ccc(COc4c(C)cccc4Cl)o3)C2SC1 (configuration not stated) | -2%
CC1CCCCN1Cc1nc2c(c(=O)n(C)c(=O)n2C)n1Cc1c(F)cccc1Cl (configuration not stated) | -10%[57.5 µM]

Next records:
SMILES | ERK EGF block
Cc1cccc(N(Cc2cc(=O)[nH]c3ccccc23)C(=O)C(C)C)c1 | -22%[57.5 µM]
CCCCCOc1ccc(/C=C/C(=O)NCCc2nc3ccccc3[nH]2)cc1OC | 1%
CC(=O)c1ccn(S(=O)(=O)c2ccc(Cl)cc2)c1 | -1%[57.5 µM]
Cc1ccc(OCC(O)CN2C(=O)NC(C)(C)C2=O)cc1 (configuration not stated) | 5%
COc1ccc(C2C(C#N)=C(N)Oc3cc(C)[nH]c(=O)c32)c(OC)c1OC (configuration not stated) | -16%[57.5 µM]
Fc1ccc(-n2c(CN3CCCCC3)n[nH]c2=S)cc1 | 8%
N#Cc1cc(C(=O)c2ccccc2OCC(=O)Nc2ccccc2Cl)cn(C2CCCCC2)c1=O | 2%
COc1ccc(CCNC(=O)CCS(=O)(=O)c2ccc(Br)cc2)cc1OC | -10%
Clc1ccc(-c2nc(-c3cc4cc(Cl)ccc4o3)cs2)cc1 | -2%[57.5 µM]
O=C(O)C1=C[C@@H](C2CC2)C[C@@H](OCc2ccc(CO)cc2)O1 | 0%[57.5 µM]
O=C(c1cccnc1)N1CCN(S(=O)(=O)c2ccc(F)cc2)CC1 | 4%
CCN(C(=O)CN(C)Cc1cccc(Cl)c1Cl)c1c(N)n(Cc2ccccc2)c(=O)[nH]c1=O | -5%
CCCn1c(O)c(C=Nc2ccccc2)sc1=S | 3%
COc1ccc(Cl)cc1S(=O)(=O)N1CCCC1=O | 6%
Cn1cc(C=O)c2ccccc21 | 19%
Cc1ccccc1S(=O)(=O)Nc1cccnc1 | -4%
Cc1[nH]c2ccccc2c1C(=O)C(C)OC(=O)c1ccc([N+](=O)[O-])o1 (configuration not stated) | 13%
CC1CC[C@@]2(OC1)OC1CC3C4CC=C5CC(O)CC[C@@]5(C)C4CC[C@]3(C)C1C2C (some centres not stated) | 18%
COc1cccc(CNc2nc3ccc(C)cc3n3cnnc23)c1 | 7%[57.5 µM]
Cn1cc(C2=C(c3ccc(Cl)cc3Cl)C(=O)NC2=O)c2ccccc21 | ?
CC1(C)CC2(CCCN(CC(O)(c3ccccc3)c3ccccc3)C2)CCO1 (configuration not stated) | -2%[57.5 µM]
Cc1nc2cnc(N3CCNCC3)nc2n(Cc2ccc(F)cc2)c1=O | ?
COc1ccc(/C=C(\C#N)C(=O)OCC(=O)Nc2c(C)cccc2C(C)C)cc1 | 2%
Cc1cccc(C)c1NC(=O)NCc1ccco1 | -5%[57.5 µM]
COc1ccc(C=C2C(=O)c3ccccc3C2=O)cc1O | -2%
